# Screens as filed in PubChem.
# Kir21 block – inhibitors of mouse Kir2.1 inward-rectifier potassium channel. B-score at 10 µM. Inward rectifier potassium channel 2 (Mus musculus), P35561. actives 0.85% (n = 310,000). AID 1672, 2009. HEK293-Kir2.1, FluxOR thallium flux fluorescence; active compounds read low;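 active = fluorescence ratio B-score at or below minus 3 SD of library scores, with starting-brightness B-score within 2 SD, cut at about -4.2 in these data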;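 note: channel flux triggered by added potassium and thallium sulfate stimulus; B-score of peak minus minimum fluorescence over baseline after thallium stimulus; more negative B-score means stronger Kir2.1 block with less thallium influx; some compounds called inactive have numbers as strong as hits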
# KCNQ2 inh – KCNQ2 potassium channel inhibitors, primary screen, cell-based, CHO-K1, FluxOR thallium flux, B-score (AID 2156); Potassium voltage-gated channel subfamily KQT member 2 (Rattus norvegicus), O88943; 20 min; active compounds read low; B-score at 10 µM; actives 1.1% (n = 310,000);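 active = fluorescence ratio B-score at most minus 3 library SDs, with starting brightness B-score within 2 library SDs, cut at about -5.5 in these data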
# Target sequence (O88943 whole entry, looked up): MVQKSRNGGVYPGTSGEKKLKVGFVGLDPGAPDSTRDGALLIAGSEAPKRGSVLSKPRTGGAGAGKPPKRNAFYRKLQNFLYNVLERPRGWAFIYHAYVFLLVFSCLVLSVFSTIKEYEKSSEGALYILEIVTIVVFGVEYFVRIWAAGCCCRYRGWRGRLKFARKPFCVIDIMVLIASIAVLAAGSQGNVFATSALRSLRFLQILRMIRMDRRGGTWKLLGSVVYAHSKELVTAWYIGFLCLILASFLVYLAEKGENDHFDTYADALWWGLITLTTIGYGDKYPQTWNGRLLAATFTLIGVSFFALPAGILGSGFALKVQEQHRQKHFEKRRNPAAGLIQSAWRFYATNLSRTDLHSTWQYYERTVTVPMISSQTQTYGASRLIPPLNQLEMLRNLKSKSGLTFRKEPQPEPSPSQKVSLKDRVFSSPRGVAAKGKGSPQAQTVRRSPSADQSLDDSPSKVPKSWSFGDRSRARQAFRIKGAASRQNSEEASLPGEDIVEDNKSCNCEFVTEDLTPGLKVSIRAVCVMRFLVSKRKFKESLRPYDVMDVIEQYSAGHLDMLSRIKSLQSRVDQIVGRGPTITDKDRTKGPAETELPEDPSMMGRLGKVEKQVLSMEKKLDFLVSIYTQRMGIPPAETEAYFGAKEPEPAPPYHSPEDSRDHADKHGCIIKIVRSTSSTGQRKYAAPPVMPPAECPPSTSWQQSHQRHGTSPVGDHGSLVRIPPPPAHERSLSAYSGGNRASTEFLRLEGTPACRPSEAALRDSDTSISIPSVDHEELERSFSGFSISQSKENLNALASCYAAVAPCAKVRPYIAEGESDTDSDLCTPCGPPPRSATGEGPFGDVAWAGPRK
# * = called active by the depositor; i = inactive.
# Screens in order – Kir21 block	KCNQ2 inh
1: Cc1nn(CC2CC2)c(=O)n1-c1ccc(F)cc1
  0.51	i
2: Cc1cccc(OCCC(=O)NCC(c2ccco2)N2CCCCC2)c1 (stereo unspecified)
  -1.06	i
3: Cc1ccccc1-c1nc(-c2ccccn2)no1
  -0.18	i
4: Nc1ccccc1SCc1cc([N+](=O)[O-])cc2c1OCOC2
  -4.96*	i
5: COc1ccccc1/C=N/NC(=O)c1ccc(Br)cc1
  -0.09	i
6: CCN(CC(=O)Nc1c(F)cccc1F)C(=O)c1cc(C)nc2ccccc12
  0.04	i
7: CC(C)(C)C(=O)Nc1ccc(-c2cn3cccnc3n2)cc1
  -0.89	i
8: Cc1ccc(CNc2ccc3c(c2)nc(C)n3C)cc1
  1.93	i
9: CCN1C(=O)[C@H]2[C@H]3[C@H](O)[C@H](O)C/C(=N\OC[C@@H](C)[C@H](OCc4ccccc4)C(C)C)[C@@H]3CC[C@H]2C1=O
  0	i
10: COc1ccccc1-n1cnnc1SCC(=O)Nc1ccccc1
  0.71	i
11: Clc1ccc(OCc2cn3ccccc3n2)c2ncccc12
  0.45	-6.56*
12: COc1ccc(CN2[C@@H](CC(=O)O)c3cc(F)ccc3S2(=O)=O)cc1
  0.02	i
13: Cc1ccc(S(=O)(=O)N2CCN(C(=O)c3ccco3)CC2)cc1C
  -0.24	i
14: CCN(CC)CCn1nc(C)nc1-c1ccccc1O
  -0.05	i
15: COc1cccc(-c2ccc(NC(=O)C3CCCN(Cc4nccn4C)C3)cc2)c1 (stereo unspecified)
  0.71	i
16: CCN(CC)C(=O)CSc1nc2cc3c(cc2c(=O)n1Cc1ccc2c(c1)OCO2)OCO3
  0.14	i
17: O=C(N/N=C/c1cc2c(cc1Br)OCO2)c1cccnc1
  0.2	i
18: CC(C)(C)c1ccc(S(=O)(=O)N2CC(=O)Nc3ccccc32)cc1
  0.89	i
19: COC(=O)c1cc(Cl)c(NS(=O)(=O)c2ccccc2)cc1OC
  0.62	i
20: COc1ccccc1CNC(=O)CCCOc1cc(=O)n(C)c2ccccc12
  -1.08	i
21: COc1ccc(NC(=O)CN(C)C(=O)c2ccc(NC3CC3)c([N+](=O)[O-])c2)cc1
  0.91	i
22: O=C(c1ccc(CS(=O)c2ccccc2Cl)o1)N1CCN(c2ccccn2)CC1 (stereo unspecified)
  -3.33	i
23: CCOC(=O)c1[nH]c2ccc(OC)cc2c1NC(=O)N1CCOCC1
  -1.38	i
24: CN(C)C(=O)CN1CCN(C(=O)CCl)CC1
  -0.8	i
25: O=C(CCN1C(=O)/C(=C/C=C/c2ccccc2)SC1=S)Nc1nc2ccccc2s1
  2.88	i
26: O=C(COc1ccc(Br)cc1CNCCCN1CCOCC1)Nc1ccccc1
  -1.66	i
27: CCOC(=O)c1oc2cc(O)cc(C)c2c(=O)c1-c1cscn1
  0.07	i
28: O=C(O)C1C2C=CC(C2)C1C(=O)Nc1cccc(Cl)c1 (stereo unspecified)
  1.1	i
29: CCCCOc1cccc(/C=N/NC(=O)c2csc(C)c2C)c1
  -0.05	i
30: C=CCn1c(C(CC(C)C)CC(C)O)n[nH]c1=S (stereo unspecified)
  1.48	i
31: COCC(=O)N(CCc1ccc(OC)c(OC)c1)Cc1nc2ccccc2c(=O)[nH]1
  0.96	i
32: CC(C)Cc1nnc(NC(=O)c2ccc(N3CCCC3=O)cc2)s1
  -0.03	i
33: CCOC(=O)C1(CC2CCCCO2)CCN(C(=O)Nc2ccc3c(c2)OCO3)CC1 (stereo unspecified)
  2.8	i
34: CCCCOc1ccc(-c2nnn(CC(=O)Nc3ncc(CC(=O)OCC)s3)n2)cc1
  0.88	i
35: COc1ccc(CNC(=O)CN2CCN(C(c3ccccc3)c3ccccc3)CC2)cc1
  -3.2	i
36: CC(C)(C)c1cc(NC(=O)Nc2ccccc2OC(F)(F)F)no1
  1.83	i
37: CCOC(=O)c1c(C)[nH]c(C2=NNC(=Nc3ccccc3)SC2)c1C
  0.08	i
38: CC(C)N(C(=O)CSc1n[nH]c(=O)n1CCc1ccccc1)C(C)C
  0.14	i
39: CCc1nnc(NC(=O)CSc2nc3cccnc3n2Cc2ccccc2)s1
  -0.5	i
40: CCc1noc(C)c1C(=O)N1CCN(S(=O)(=O)c2cc(C)ccc2C)CC1
  -0.42	i
41: C=CCOc1ccccc1C1C2=C(CC(C)(C)CC2=O)Nc2c1c(=O)n(C)c(=O)n2C (stereo unspecified)
  -0.32	i
42: Cc1ccc(-c2ccc(CCC(=O)O)n2NC(=O)c2ccc([N+](=O)[O-])cc2)cc1
  2.27	i
43: COc1cccc(OCC(O)CN2CCN(C(c3ccccc3)c3ccccc3)CC2)c1 (stereo unspecified)
  -0.81	i
44: CC(C)c1ccc(OCc2ccc(C(=O)NN3CCN(C)CC3)o2)cc1
  1.64	i
45: CC1CCN(C(=O)CSc2ccc(-c3ccc4c(c3)OCCO4)nn2)CC1
  0.03	i
46: CN(CC(=O)NCCCc1ccccc1)S(=O)(=O)c1ccc(Br)cc1
  -0.95	i
47: Cc1nnc(NC(=O)c2ccccc2Oc2ccccc2)s1
  1.2	i
48: COc1ccc(NC(=O)N2CCC(Cc3ccccc3)CC2)cc1
  -1.71	i
49: CCn1c(SCC(=O)N2CCCCC2)nc2c(c1=O)SCC2
  -2.46	i
50: CSc1nc(N)c(C#N)c(-c2ccccc2Cl)c1C#N
  0.89	i
51: N=c1sccn1CC(=O)Nc1ccc(Cl)c(S(=O)(=O)N2CCOCC2)c1
  -0.97	i
52: Cc1c(OCC(=O)N(C)c2ccccc2)ccc2c3c(c(=O)oc12)CCC3
  0.52	i
53: O=C(NCc1ccccc1)c1ccc2c(=O)n(CCCN3CCCC3=O)c(=S)[nH]c2c1
  0.08	i
54: O=C(O)c1cccc(COc2cccc3ccccc23)c1
  1.14	i
55: Nc1ccc(N)c(C(=O)O)c1
  1.75	i
56: CCOC(=O)C1=C(C)Nc2sc(C(=O)c3ccc(C)cc3)c(N)c2C1c1ccc(C(=O)OC)cc1 (stereo unspecified)
  2.2	i
57: Cc1cccc2nc(CSc3nnc(N)s3)cn12
  0.8	i
58: CN(C)CCCn1c(NC(=O)C2CCCCC2)nc2ccccc21
  0.78	i
59: C=CCSc1nnc(-c2nnc(SCC=C)n2-c2ccccc2)n1-c1ccccc1
  -0.32	i
60: O=C1c2ccccc2C(=O)N1CC1c2ccccc2CCN1C(=O)CN1CCOCC1 (stereo unspecified)
  -0.8	i

# Later entries.
# Screens in order – Kir21 block	KCNQ2 inh
61: O=C(CCSCc1ccc(Cl)cc1)NCc1ccco1
  -0.14	i
62: COc1ccccc1NC(=O)N(CCN1CCOCC1)Cc1cc2cc(C)cc(C)c2[nH]c1=O
  0.89	i
63: CCc1nnc(NC(=O)CSCc2cc(=O)n3nc(C)sc3n2)s1
  1.82	i
64: O=C(CSc1ncn(-c2ccccc2)n1)c1cccs1
  -0.64	i
65: CSCc1cc(N2CCOCC2)nc(-c2ccccc2)n1
  1.22	i
66: COc1ccc(NC(=O)CSc2nc(N)c3cc4c(nc3n2)CC(C)(C)OC4)cc1
  0.4	i
67: CC(=O)c1cc(CN2CCN(CCC(C)C)C(CCO)C2)cs1 (stereo unspecified)
  -0.14	i
68: CCCC(=O)Nc1nnc(CCN2CCCCC2)s1
  0	i
69: CC(C)C[C@H](NC(=O)N1CC(=O)Nc2ccccc21)C(=O)N[C@@H](Cc1ccccc1)C(=O)O
  -2.01	i
70: Cc1ccccc1Cc1c(C)nc2c(C(=O)NCc3ccc4c(c3)OCO4)cnn2c1C
  0.37	i
71: CN1CCCN(S(=O)(=O)c2ccccc2)CC1
  0.32	i
72: CCOc1ccc(Cn2c3ccc(OC)cc3c3nc4ccccc4nc32)cc1
  -1.86	i
73: c1ccc2cc(OCCN3CCCC3)ccc2c1
  1.22	i
74: COc1ccccc1N(C(=O)c1snc(C(N)=O)c1N)C(C(=O)NC1CCCCC1)c1cccc(OC)c1OC (stereo unspecified)
  -1	i
75: CCc1noc(C)c1C(=O)N1CCCSC1=Nc1ccccc1OC
  -0.11	i
76: O=C(Nc1ccc(O)cc1C(=O)O)c1cccs1
  -1.42	i
77: COCCCNC(=O)CNC(=S)N(Cc1ccccc1F)C1CCCCC1
  0.3	i
78: O=c1c2cc(N3CCOCC3)ccc2[nH]c(=S)n1CCCN1CCCCC1
  -0.01	i
79: CSCC[C@H](NS(=O)(=O)c1ccc(C)cc1)C(=O)N1CCC(C(=O)N[C@@H](Cc2ccccc2)C(=O)O)CC1
  0.49	i
80: CC(=O)Nc1cccc(C(=O)OCC(=O)c2ccc3c(c2)OCO3)c1
  0.46	i

# Reformatted as tab-separated lines: part of the list above.
no.	compound	Kir21 block	KCNQ2 inh
74	COc1ccccc1N(C(=O)c1snc(C(N)=O)c1N)C(C(=O)NC1CCCCC1)c1cccc(OC)c1OC (stereo unspecified)	-1	i
75	CCc1noc(C)c1C(=O)N1CCCSC1=Nc1ccccc1OC	-0.11	i
76	O=C(Nc1ccc(O)cc1C(=O)O)c1cccs1	-1.42	i
77	COCCCNC(=O)CNC(=S)N(Cc1ccccc1F)C1CCCCC1	0.3	i

# Arranged by molar mass (low to high): part of the list above.
# Screens in order – Kir21 block	KCNQ2 inh
73: c1ccc2cc(OCCN3CCCC3)ccc2c1
  1.22	i
65: CSCc1cc(N2CCOCC2)nc(-c2ccccc2)n1
  1.22	i
79: CSCC[C@H](NS(=O)(=O)c1ccc(C)cc1)C(=O)N1CCC(C(=O)N[C@@H](Cc2ccccc2)C(=O)O)CC1
  0.49	i

# Down the list, quoted from above:
# Compounds 35–41 in Kir21 block read -3.2, 1.83, 0.08, 0.14, -0.5, -0.42, -0.32
# Compounds 35–41 in KCNQ2 inh read i, i, i, i, i, i, i

# Continued.
# Screens in order – Kir21 block	KCNQ2 inh
81: COc1cccc(OCCNC(=O)c2cccc(OC)c2)c1
  0.83	i
82: O=C(CSc1ccc2nnc(-c3ccccn3)n2n1)NCc1ccco1
  0.41	i
83: CCN(CC)C(=O)c1cc2c(=O)c3cc(Cl)ccc3oc2nc1C
  -3.19	-7.42*
84: NC(=O)CC(NC(=O)c1ccc(Br)cc1)c1ccc(N2CCN(c3ccc(F)cc3)CC2)c([N+](=O)[O-])c1 (stereo unspecified)
  0.66	i
85: Cc1cccc(OCC(O)CNC(=O)c2ccccc2C(=O)O)c1 (stereo unspecified)
  1.8	i
86: CCCCN1CNC(=S)N(c2ccc(C(=O)OCC)cc2)C1
  -0.19	i
87: O=C(CCNC(=O)c1ccc(Br)cc1)NNC(=O)c1ccccc1O
  0.36	i
88: COc1cc2c(C(=O)NC3CCCCCC3)cn(C)c(=O)c2cc1OC
  -0.42	i
89: CCN(CC(=O)Nc1cc(Cl)ccc1C)C(=O)COc1cccc2c1OC(C)(C)C2
  0	i
90: COc1ccccc1N(C)S(=O)(=O)c1ccc(C(=O)Nc2ccc(N3CCOCC3)cc2)cc1
  0.28	i
91: Cn1c(SCc2ccc(Br)cc2)nnc1-c1ccncc1
  2.2	i
92: N#Cc1cccc(-n2c(-c3ccccc3)nnc2-c2ccccc2)c1C#N
  0.03	i
93: Cc1c[n+](CC(=O)c2ccccc2)c(C)cn1
  -0.97	i
94: CC(C)(C)c1ccc(C(=O)Nn2c(CCC(=O)O)ccc2-c2cccs2)cc1
  -0.04	i
95: COC(=O)N1CCCc2cc(C)ccc21
  2.8	i
96: COc1ccc(/C=C2\SC(=S)N(CC(=O)NC3C=CS(=O)(=O)C3)C2=O)cc1 (stereo unspecified)
  0.9	i
97: COC(=O)c1oc2ccc(Br)cc2c1NC(=O)CN1CCN(C)CC1
  0.36	i
98: CCn1c(=O)c(C(=O)NC(C)c2ccccc2)c(O)c2ccccc21 (stereo unspecified)
  -0.23	i
99: CCCNC(=S)N1CCN(c2nc(-c3cccc(OC)c3)cs2)CC1
  -0.26	i
100: O=C(CSc1nc2[nH]ncc2c(=O)[nH]1)NCc1ccc(F)cc1
  -1.1	i
101: CC1c2[nH]c3ccccc3c2CCN1C(=O)Nc1ccccc1 (stereo unspecified)
  -0.03	i
102: Cc1c(-c2ccccc2)oc2c(C(=O)OCC(=O)Nc3cccc(F)c3)cccc2c1=O
  -0.92	i
103: COC(C[C@H]1O[C@H]1[C@H](O)COCc1ccccc1)OC
  -0.22	i
104: COc1cc(C(=O)N(C)CC2CCN(CCc3cccc(C(F)(F)F)c3)CC2)ccc1C
  -0.2	i
105: O=C1CN(C(=O)CSc2nnnn2-c2ccc(Cl)cc2)c2ccccc2N1
  -1.35	i
106: Cc1cc(C)c(C)c(S(=O)(=O)N[C@@H](C)C(=O)OCc2cc(=O)n3cc(Br)ccc3n2)c1C
  0.66	i
107: Cc1ccc(OC(=O)COc2ccccc2C)c(-n2nc3ccccc3n2)c1
  0.01	i
108: CCc1cc2c(=O)n(-c3ccccc3)cnc2s1
  1.15	i
109: O=C(c1cccnc1)N1CCc2ccccc21
  1.31	i
110: CCSc1nnc(NC(=O)CSc2nnc(-c3c[nH]c4ccccc34)n2CC)s1
  0.03	i
111: C/C(=C\c1ccccc1)CN1CCN(C(C)C)C(CCO)C1 (stereo unspecified)
  1.2	i
112: CCOC(=O)CNC(=O)CNC(=O)c1ccc(OC)cc1
  -0.26	i
113: CCN(Cc1ccncc1)C(=O)c1cccs1
  -1.19	i
114: COc1ccc(-n2c(C)cc(/C=C3\C(=N)N4N=C(CC(=O)N5CCOCC5)SC4=NC3=O)c2C)cc1
  2.21	i
115: CCOc1ccc(S(=O)(=O)N2CCC(C(=O)OC(C)C(=O)N3CCOCC3)CC2)cc1 (stereo unspecified)
  0.23	i
116: Cc1ccc(NS(=O)(=O)c2ccc(Br)s2)cc1S(=O)(=O)N1CCOCC1
  3	i
117: Cc1cccc2nc(CSc3nnc4ccccn34)cn12
  0.72	i
118: O=C(Nc1cccc(C(F)(F)F)c1)c1cccnc1NCCc1ccccc1
  3.08	i
119: COCCCn1c(=O)c2ccccc2c2ccccc2c1=O
  1.14	i
